NCI-60 one-dose screen, 48 h, at 10 µM unless noted. Numbers give growth in % (100 = growth as untreated, 0 = no growth, -100 = all killed).
NCI/ADR-RES – NCI/ADR-RES ovarian cells | actives 4.4% (n = 81,000)
OVCAR-5 – OVCAR-5 ovarian cancer | actives 2.9% (n = 82,000)
NCI-H522 – NCI-H522 lung cancer | AID 1794739 | actives 8% (n = 78,000)
NCI-H460 – NCI-H460 lung cancer | actives 6.8% (n = 82,000) | AID 1794736
NCI-H23 – NCI-H23 lung cancer; actives 4% (n = 80,000); AID 1794731
NCI-H322M – NCI-H322M lung cancer; actives 2.7% (n = 80,000); AID 1794733
NCI-H226 – NCI-H226 lung cancer; AID 1794732; actives 3.5% (n = 79,000)
OVCAR-3 – OVCAR-3 ovarian cancer. actives 7% (n = 79,000)
OVCAR-8 – OVCAR-8 ovarian cancer; actives 4.4% (n = 81,000)
* = called active by the depositor; x = no result given; & = joins results of further samples. How the source made its calls: active means growth percent below 10; inactive means the rest. Compounds were not picked by outcome; about 11% have a hit in one of these screens.

SMILES	NCI/ADR-RES	OVCAR-5	NCI-H522	NCI-H460	NCI-H23	NCI-H322M	NCI-H226	OVCAR-3	OVCAR-8
COc1ccc(C(=O)Nc2ccc(Sc3cc4cc(OC)c(OC)cc4nc3C)cc2)cc1OC	109	104	97	103	99	x	85	102	106
CCC(=O)c1cc2c(cc1CC)C(C)(C)CCC2(C)C	92	96	88	110	97	99	106	113	106
c1ccc(-c2nc[nH]c2-c2ccccc2)cc1	126	125	106	103	106	103	98	104	116
CC(=O)OCc1cc(Cl)cc(COC(C)=O)c1OC(C)=O	100	105	90	104	97	103	96	110	95
C[C@]12CC(=O)C[C@@H]1C[C@H]1CC[C@]3(C)CC4(C[C@H]3C[C@H]1C2)S(=O)(=O)CCS4(=O)=O	106	93	90	104	97	95	81	100	109
O=c1ccn2c(n1)SC(c1ccccc1)C2 (centres undefined)	x	101	102	106	103	102	98	107	103
CCCCCCCCCCCCCC[N+](C)(C)CCCCCCCCCCCCCC	104	80	47	74	70	99	73	87	50
NC1CCCc2ccccc21 (centres undefined)	107	101	96	103	82	92	87	111	102
COc1ccc(/C=N/Nc2ccc(S(=O)(=O)O)cc2)cc1	114	103	93	110	98	122	98	121	96
O=Cc1cc(C=O)c(O)c(/C=C2/SC(=O)NC2=O)c1	102	81	100	94	96	88	90	88	96
N=C(N)c1ccc(-c2ccc(/C=C/c3ccccc3)s2)cc1	-12*	13	20	-60*	55	1.0*	85	-25*	8.3*
CCC(CC)(N(CC(=O)O)CC(=O)O)C(CC)(CC)N(CC(=O)O)CC(=O)O	107	117	100	108	106	122	106	121	101
CC1CCC2(CC1)N=C(N)N=C(N)N2c1ccc(S(=O)(=O)Nc2ccccn2)cc1 (centres undefined)	108	89	96	109	97	104	109	109	106
CC(=O)Oc1ccc(C(c2ccc(OC(C)=O)cc2)c2ccccn2)cc1	34&50	27&109	73&91	101&105	57&60	65&31	106&89	71&61	49
Brc1ccc(-c2cn(-c3ccccc3)c(=Nc3ccc(Nc4ncnc5sc6c(c45)CCCC6)cc3)s2)cc1	98	110	92	99	88	101	79	102	x
CCN(CC)CCNc1c(C)cc(CO)c(Cl)c1C	101	117	104	99	102	110	-24*	117	90
CC(=O)c1ccccc1	114	102	105	103	101	99	102	109	104
COc1ccc(-c2cc(-c3cn(-c4ccccc4)nc3-c3ccc(OCc4ccccc4)cc3)c(C#N)c(=O)o2)cc1	98	88	94	105	106	97	92	108	96
CCCCCCCCCCCCCCCCC1CO1 (centres undefined) (tested in a mixture with another compound)	112	110	102	107	112	122	103	121	98
Cn1cnc2c(cnn2C)c1=O	110	97	87	109	109	108	99	124	110
O=C(Nc1ccc(C2=NCCCN2)cc1)c1ccc(C(=O)Nc2ccc(C3=NCCCN3)cc2)cc1	111	105	104	103	98	103	107	167	110
NCCNCc1ccccc1	103	97	98	109	104	100	96	110	96
CCOc1c(Br)cc(C2C(C(=O)OC)=CN(C)C=C2C(=O)OC)cc1OC	71	84	76	48	98	76	x	83	86
CO/N=C1/C=C(C)C(=O)C(C)=C1C	115	117	88	107	115	100	105	123	103
COc1ccc(NC(=O)CSc2nc3ccc(Cl)cc3c(=O)n2-c2ccccc2C(F)(F)F)c(OC)c1OC	72	97	32	82	80	87	62	82	39
The list goes on:
SMILES	NCI/ADR-RES	OVCAR-5	NCI-H522	NCI-H460	NCI-H23	NCI-H322M	NCI-H226	OVCAR-3	OVCAR-8
COc1ccc(-n2c(CSc3nc4ccccc4c(=O)n3CCc3ccccc3)n[nH]c2=S)cc1	102	111	94	105	103	97	99	110	99
Cc1ccc(C)c(NC2=CC(=O)C(=O)c3ccccc32)c1	72	100	80	71	50	82	92	42	65
COc1ccc2oc(=O)cc(-c3nnc(N)s3)c2c1	100	102	92	100	91	96	94	97	95
COc1ccc(Br)c(/C=C2\SC(=Nc3ccc(O)cc3)NC2=O)c1	106	104	77	102	92	100	x	102	98
Cc1cc(N(CCNc2ccnc3cc(Cl)ccc23)Cc2ccccn2)nc(N2CCOCC2)n1	91	94	73	99	94	94	98	102	88
Oc1ccccc1-c1nc2c([nH]1)-c1cccc3cccc-2c13	100	108	86	101	95	92	91	94	91
Cc1c(N=NC2C(=O)NN(c3nc(-c4ccccc4)c(C#N)c(=O)n3C)C2=O)c(=O)n(-c2ccccc2)n1C (centres undefined)	92	84	101	109	79	98	88	88	94
COc1cc2c(c(OC)c1OC)C(=O)CC(c1ccccc1)O2 (centres undefined)	88	110	84	99	96	95	87	99	91
CCSC(=O)N=Nc1ccc(O)cc1	89	93	79	114	99	99	111	x	102
NC(=O)CCC(N)=O	104	102	100	99	106	108	104	107	102
FC(F)(F)C1(C2CNC2)N=N1	107	101	93	103	107	99	101	107	107
CCCn1c(O)c(N=Nc2ccc(S(N)(=O)=O)cc2)c2ccccc21	106	99	92	108	102	103	90	117	103
Fc1ccc(-c2cnc3nonc3n2)cc1Br	107	103	56	97	93	104	109	64	88
COc1cc(NC(=O)C(C)Sc2nc3sc4c(c3c(=O)n2-c2ccc(Cl)cc2)CCCC4)cc(OC)c1OC (centres undefined)	82	87	84	93	87	87	70	117	90
O=S(=O)(NCCNc1cc(-c2cn(-c3ccccc3)nc2-c2cccc(O)c2)ccn1)c1ccc(Br)cc1	25	50	32	26	39	51	45	35	25
C[C@@H](C[C@H](CCOCc1cccnc1)c1ccccc1)c1ccoc1	101	96	85	102	93	95	85	98	95
Cc1ccc(NC(=O)C(C)Cl)cc1Cl (centres undefined)	106	104	54	102	98	92	92	105	91
COc1ccc(C(=O)CSc2nc3c(c(Nc4cccc(S(N)(=O)=O)c4)n2)CCC3)cc1	102	102	100	104	101	96	92	x	99
[O-][n+]1c2ccccc2nc2ccccc21	102	100	106	35	82	74	95	113	98
Cc1ccc2oc(-c3ccccc3)c(O)c(=O)c2c1	62	116	39	35	81	82	91	92	68
COc1ccc(-c2nc(N/N=C/c3cccc(F)c3)nc(N3CCOCC3)c2C#N)cc1	89	107	89	106	97	93	92	87	94
O=C(O)c1cn(C2CC2)c2cc(N3CCN(C(=O)CSc4nc(NS(=O)(=O)c5ccccc5)cc(=O)[nH]4)CC3)c(F)cc2c1=O	101	112	96	96	94	93	96	84	98
O=C1/C(=C\c2c[nH]c3ccccc23)c2ccccc2N1c1c(Cl)cccc1Cl	-8.2*	-36*	-58*	-89*	-80*	19	15	-28*	8.3*
CSc1nc(NCCN2CCOCC2)c(C#N)c(-c2cccc([N+](=O)[O-])c2)n1	96	96	86	100	97	93	106	109	97
COc1ccc(CSc2nc3ccc(Cl)cc3c(=O)n2-c2ccc(OC)cc2OC)cc1	84	96	88	100	98	104	100	105	97

Exported field by field: four of the compounds above
COc1ccc2oc(=O)cc(-c3nnc(N)s3)c2c1
  NCI/ADR-RES = 100
  OVCAR-5 = 102
  NCI-H522 = 92
  NCI-H460 = 100
  NCI-H23 = 91
  NCI-H322M = 96
  NCI-H226 = 94
  OVCAR-3 = 97
  OVCAR-8 = 95

COc1cc2c(c(OC)c1OC)C(=O)CC(c1ccccc1)O2 (centres undefined)
  NCI/ADR-RES = 88
  OVCAR-5 = 110
  NCI-H522 = 84
  NCI-H460 = 99
  NCI-H23 = 96
  NCI-H322M = 95
  NCI-H226 = 87
  OVCAR-3 = 99
  OVCAR-8 = 91

C[C@@H](C[C@H](CCOCc1cccnc1)c1ccccc1)c1ccoc1
  NCI/ADR-RES = 101
  OVCAR-5 = 96
  NCI-H522 = 85
  NCI-H460 = 102
  NCI-H23 = 93
  NCI-H322M = 95
  NCI-H226 = 85
  OVCAR-3 = 98
  OVCAR-8 = 95

COc1ccc(Br)c(/C=C2\SC(=Nc3ccc(O)cc3)NC2=O)c1
  NCI/ADR-RES = 106
  OVCAR-5 = 104
  NCI-H522 = 77
  NCI-H460 = 102
  NCI-H23 = 92
  NCI-H322M = 100
  NCI-H226 = x
  OVCAR-3 = 102
  OVCAR-8 = 98

An excerpt from above, showing only NCI-H23, NCI/ADR-RES and NCI-H460.
smiles	NCI-H23	NCI/ADR-RES	NCI-H460
Fc1ccc(-c2cnc3nonc3n2)cc1Br	93	107	97
Cc1ccc2oc(-c3ccccc3)c(O)c(=O)c2c1	81	62	35

Three entries already listed, sorted by molar mass, highest first:
SMILES	NCI/ADR-RES	OVCAR-5	NCI-H522	NCI-H460	NCI-H23	NCI-H322M	NCI-H226	OVCAR-3	OVCAR-8
O=C1/C(=C\c2c[nH]c3ccccc23)c2ccccc2N1c1c(Cl)cccc1Cl	-8.2*	-36*	-58*	-89*	-80*	19	15	-28*	8.3*
CCSC(=O)N=Nc1ccc(O)cc1	89	93	79	114	99	99	111	x	102
[O-][n+]1c2ccccc2nc2ccccc21	102	100	106	35	82	74	95	113	98

Additional structures follow:
SMILES	NCI/ADR-RES	OVCAR-5	NCI-H522	NCI-H460	NCI-H23	NCI-H322M	NCI-H226	OVCAR-3	OVCAR-8
CC(C)CC1NC(C)(C)CO1 (centres undefined)	104	114	90	107	105	121	107	106	105
CC(O)(Cc1ccccc1)c1ccccc1 (centres undefined)	106	112	106	101	98	107	95	102	108
O=C1Nc2ccc(F)cc2/C1=C/c1ccc(OCC(=O)c2ccccc2)cc1	92	101	88	101	91	89	90	x	96
CC(=O)C=P(c1ccccc1)(c1ccccc1)c1ccccc1	103	98	73	100	101	96	83	99	88
COc1ccc(C(=O)COc2cccc(/C=C3\Oc4ccccc4C3=O)c2)cc1	84	98	60	113	85	103	83	97	99
COc1cc(C(=O)NNC(C)C)cc(OC)c1OC	99	96	90	107	100	x	100	102	109
Cc1cccc(Cl)c1NC(=O)NNC(=O)CSc1nc2sc3c(c2c(=O)n1-c1ccc(Cl)cc1)CCCC3	112	106	101	103	x	103	113	107	104
COc1ccc(OC)c(/C=C2\Oc3cc(OCCN4CCC(Cc5ccccc5)CC4)ccc3C2=O)c1	80	92	87	82	88	94	91	90	78
O=C1NCCN1CCO	110	95	102	104	97	105	109	101	101
Cc1nc2ccccc2c(=O)n1Cc1nncs1	104	90	93	111	x	116	95	110	120
CC1SC(c2ccc(Cl)cc2)N(NC(=O)c2cccnc2)C1=O (centres undefined)	92	82	86	79	87	89	101	103	100
NNC(=O)c1sc2nc(-c3cnccn3)cc(-c3cccs3)c2c1N	105	99	101	103	99	74	90	84	94
CC12CCC(C1)C(C)(C)C2(O)c1ccccc1 (centres undefined)	106	89	91	114	106	98	93	112	99
O=C1NC(=NC23CC4CC(CC(C4)C2)C3)N/C1=C\c1ccc2ncccc2c1	-29*	46	-37*	-69*	-15*	23	-38*	-55*	5.3*
Cc1ccccc1Nc1n[nH]c(Cc2ccccc2)n1	106	111	58	108	102	99	100	106	98
CCC(NC(=O)[C@H](CNC(=O)OCc1ccccc1)CC(C)C)C(=O)C(=O)NCc1cc(OC)cc(OC)c1 (some centres undefined)	96	106	84	84	110	98	93	97	93
COc1ccc(-c2nc3sc(C)cn3c2/C=C/C(=O)c2cc(OC)c(OC)c(OC)c2)cc1	22	113	38	51	x	76	77	42	36
Cn1cc(-c2cc3nc(-c4cn(C)c5ncccc45)cc(N)n3n2)c2cc(Cl)ccc21	-44*	0.4*	-85*	-70*	-67*	-20*	1.6*	-75*	-41*
CCOC(=O)C1=C(c2ccccc2)N=C2SC3C(=NN(c4ccccc4)C3c3ccc(Br)cc3)N2C1c1ccc(Br)cc1 (centres undefined)	98	99	82	95	92	91	98	94	97

Screens from PubChem.
